# EWS-Fli inh = blocks EWS/Fli oncoprotein-driven transcription | A673 NR0B1-luciferase reporter, viability-normalised | inhibition, % at 12.6 µM | actives 0.67% (n = 350,000) | AID 651661;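 active = mean inhibition of at least 50% after viability correction, with every replicate also passing that limit; inconclusive = mean reaches 50% but only one of two replicates passes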;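 note: firefly luciferase signal divided by Alamar Blue viability fluorescence both relative to DMSO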
# ARNT TACC3 PPI = ARNT/TACC3 interaction disruption | AlphaScreen His-ARNT PAS-B/GST-TACC3 binding, luminescence; TACC3 fragment carries E629A point mutation | inhibition, % at 9.99 µM | actives 0.66% (n = 390,000);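 active = mean inhibition of replicates at least 50% and at least half of replicates each reaching 50%; inconclusive = half or more replicates reach 50% but mean below 50%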;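 note: 0% = complete ARNT plus TACC3 wells and 100% = ARNT alone without TACC3; many hits fall short of the cut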
# LGR2 antag = blocks bursicon-induced cAMP signaling via Drosophila LGR2 | HEK293 LGR2, CRE-luciferase, bursicon-stimulated, 4 h | inhibition, % at 9.99 µM | actives 0.35% (n = 380,000);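 active = drop in luminescence signal, shown as inhibition above about 50% in the replicate tests, limit read from the data, passing the limit was not always enough; inconclusive = probably only some replicates passing the limit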;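 note: agonist challenge used bursicon conditioned medium at about half maximal strength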
# DENV2 CPE = DENV2-induced cell death inhibition. DENV2-infected cells, cytopathic effect rescue, plate reader. CPE inhibition, % at 9.99 µM. actives 1.7% (n = 350,000). AID 651640; in the data active = CPE inhibition above about 20%, passing the limit was not always enough; inconclusive = no clear call, values can overlap the other calls; tested in BHK-21 cells;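 note: 0% = median of neutral control wells and 100% = median of positive control wells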
# CASP6 VEID inh = inhibitors of human caspase-6; purified caspase-6, Z-VEID-R110 cleavage fluorescence; inhibition, % at 12.5 µM; actives 0.53% (n = 350,000);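 active = mean inhibition across replicates at least about 35%, with every replicate also reaching that limit, limit read from the data; inconclusive = only one of the two criteria met; inactive = neither criterion met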;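 note: 0% = median of neutral control wells and 100% = no fluorescence left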
# Target sequence (P55212 24-179 limits assumed): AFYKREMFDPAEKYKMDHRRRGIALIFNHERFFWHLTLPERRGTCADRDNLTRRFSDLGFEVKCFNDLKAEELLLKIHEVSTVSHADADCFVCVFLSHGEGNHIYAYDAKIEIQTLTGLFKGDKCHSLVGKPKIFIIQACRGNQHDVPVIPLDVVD
# Target sequence (P55212 194-293 limits assumed): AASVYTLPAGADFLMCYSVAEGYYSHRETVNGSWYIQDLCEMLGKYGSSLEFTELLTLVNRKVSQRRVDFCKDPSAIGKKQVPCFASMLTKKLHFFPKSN
# PAX8 inh HTS = inhibitors of PAX8 transcriptional activity in RMG-I cells | RMG-I TPO-luciferase reporter, SteadyGlo, 24 h | inhibition, % at 12.6 µM | actives 1.2% (n = 360,000);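 active = mean replicate inhibition at least 60% with every replicate also reaching 60%; inconclusive = only one of the two criteria is met; inactive = mean below 60% and not all replicates reaching 60%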;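 note: luciferase light reporting Pax8 driven TPO promoter activity; plate controls were median of neutral control wells for no effect and mitoxantrone controls for full effect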
# SIRT5 inh = inhibitors of human sirtuin-5 desuccinylase; Q9NXA8; Purified SirT5, succinyl-peptide AMC, trypsin-coupled fluorescence; inhibition, % at 15 µM; actives 1.1% (n = 330,000); in the data active = inhibition above about 15%; inconclusive = no clear call, values can overlap the other calls
# Target sequence (Q9NXA8 whole entry, looked up): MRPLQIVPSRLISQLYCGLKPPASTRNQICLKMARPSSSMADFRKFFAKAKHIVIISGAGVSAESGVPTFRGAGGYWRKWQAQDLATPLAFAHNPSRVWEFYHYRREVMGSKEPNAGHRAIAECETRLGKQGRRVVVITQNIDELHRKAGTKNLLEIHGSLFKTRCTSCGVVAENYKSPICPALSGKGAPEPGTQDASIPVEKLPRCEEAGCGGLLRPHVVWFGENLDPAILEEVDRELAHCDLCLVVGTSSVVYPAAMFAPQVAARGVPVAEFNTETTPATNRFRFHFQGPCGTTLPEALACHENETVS
# Starred values were filed as active, the others as inactive; ? = inconclusive; . = no result given; & = joins results of further samples.
# Results follow in this order: LGR2 antag, EWS-Fli inh, DENV2 CPE, CASP6 VEID inh, PAX8 inh HTS, SIRT5 inh, ARNT TACC3 PPI
1: Cc1ccccc1N(Cc1cc(=O)[nH]c2ccccc12)C(=O)CCl
 : 37, 23, 4, 17, 83*, 3, -6
2: C[C@H](CCC(=O)OCc1cn(CC(=O)c2ccc(O)cc2)nn1)C1CC[C@H]2[C@@H]3CC[C@@H]4C[C@H](O)CC[C@]4(C)[C@H]3C[C@H](O)[C@]12C (stereo not given in full)
 : 11, -1, 10, ., 13, 33*, 0
3: CCS(=O)(=O)c1ccc2oc(Nc3ccc(C(C)(C)C)cc3)nc2c1
 : 12, -11, 8, -1, 17, 1, 1
4: O=C(NCc1ccccc1F)c1ccc2ccccc2n1
 : -22, -21, -1, ., -16, 0, -3
5: COc1ccc(OCC(=O)Nc2ccc(N3CCN(Cc4ccccc4F)CC3)cc2)cc1
 : 1, 3, 20, -2, -3, 5, 2
6: CC1CCCC(NC(=O)Cn2cc3c(n2)CCCCC3)C1C (stereo not given)
 : -16, 0, -3, 0, -8, ., .
7: COc1ccc(C(CNC(=O)Cc2cccs2)N(C)C)cc1 (stereo not given)
 : -7, -17, -3, -6, 11, 1, -3
8: CC(C)[C@H](NC(=O)[C@@H]1Cc2ccccc2CN1C(=O)OC(C)(C)C)C(=O)NCC1CCC(C(=O)O)CC1 (stereo not given in full)
 : 2, 4, 5, 5, 11, 1, -3
9: O=C(c1cc(COc2ccc(F)cc2F)on1)N1CCN(C2CCCC2)C(=O)C1
 : 24, -7, -5, 11, 6, -1, -6
10: COC(=O)C[C@@H]1C[C@@H]2c3cc(NS(=O)(=O)c4ccc(OC)cc4)ccc3O[C@@H]2[C@H](CO)O1
 : -8, 8, 4, ., 3, ., -8
11: CC(C)n1ncc2c(C(=O)N3CCN(c4ccccc4)CC3)cc(-c3ccccc3)nc21
 : 2, 10, 3, 0, 20, -10, 15
12: N#C/C(=C\c1cc([N+](=O)[O-])ccc1Cl)C(N)=O
 : ., 10, -6, -3, -8, -2, 4
13: COc1ccc(S(=O)(=O)N(C)C[C@@H]2Oc3ccc(NC(=O)Nc4ccc5c(c4)OCO5)cc3CC(=O)N([C@@H](C)CO)C[C@@H]2C)cc1
 : -2, -2, 1, 2, 20, ., 3
14: Nn1c(SCC(=O)NCCN2C(=O)CSC2=O)nnc1-c1ccc(OC(F)F)cc1
 : 20, 7, 2, 0, -24, 2, 0
15: COc1ccc(CN2CCNC(=O)C2CC(=O)N(C)C2CCOCC2)cc1OC (stereo not given)
 : 7, -11, -6, -3, -17, ., .
16: COc1ccc2c3c([nH]c2c1)[C@H](CO)N(Cc1ccncc1)CC31CCN(C(=O)c2cccnc2)CC1
 : 2, -3, 5, 1, ., 1, .
17: COc1ccc(CN(C)C[C@H]2OCCCC[C@@H](C)Oc3ccc(NC(=O)Nc4ccc5c(c4)OCO5)cc3C(=O)N([C@H](C)CO)C[C@@H]2C)cc1
 : -8, 4, -1, 3, -7, 5, 11
18: COc1ccc(CN2CCCN(S(=O)(=O)c3ccc(Br)cc3)CC2)cc1
 : 16, 17, 4, -1, 36, -28, 1
19: COc1ccc(N2CCN(CC(=O)c3ccc(Cl)cc3)CC2)cc1
 : -10, 6, 1, -4, -127, 0, 3
20: COc1cc2c(cc1OC)C(COc1ccc([N+](=O)[O-])cc1)NCC2 (stereo not given)
 : 1, ., -2, 0, -7, -1, 1

# Some entries already given, showing only PAX8 inh HTS.
item	SMILES	PAX8 inh HTS
7	COc1ccc(C(CNC(=O)Cc2cccs2)N(C)C)cc1 (stereo not given)	11
8	CC(C)[C@H](NC(=O)[C@@H]1Cc2ccccc2CN1C(=O)OC(C)(C)C)C(=O)NCC1CCC(C(=O)O)CC1 (stereo not given in full)	11
9	O=C(c1cc(COc2ccc(F)cc2F)on1)N1CCN(C2CCCC2)C(=O)C1	6
10	COC(=O)C[C@@H]1C[C@@H]2c3cc(NS(=O)(=O)c4ccc(OC)cc4)ccc3O[C@@H]2[C@H](CO)O1	3
11	CC(C)n1ncc2c(C(=O)N3CCN(c4ccccc4)CC3)cc(-c3ccccc3)nc21	20
12	N#C/C(=C\c1cc([N+](=O)[O-])ccc1Cl)C(N)=O	-8
13	COc1ccc(S(=O)(=O)N(C)C[C@@H]2Oc3ccc(NC(=O)Nc4ccc5c(c4)OCO5)cc3CC(=O)N([C@@H](C)CO)C[C@@H]2C)cc1	20

# More compounds follow.
# Results follow in this order: LGR2 antag, EWS-Fli inh, DENV2 CPE, CASP6 VEID inh, PAX8 inh HTS, SIRT5 inh, ARNT TACC3 PPI
21: Cc1ccc(-n2c(O)c(C=NCc3ccccn3)c3ccccc3c2=O)cc1
 : -3, -6, -3, 4, 2, -1, 2
22: O=C(Nc1cccc(O)c1)c1ccc2c(c1)C(=O)N(Cc1ccco1)C2=O
 : 8, 8, -2, 6, 2, 0, 3
23: CC(=O)Nc1ccc(C(=O)Nc2nc(-c3ccccn3)cs2)cc1
 : ., -13, 2, 6, 0, 5, .
24: COc1cc(C(=O)Nc2cc3c(cc2N2CCCCC2)n(C)c(=O)n3C)cc(OC)c1OC
 : -16, 39, 13, 7, -30, -1, 2
25: CC(C)Cc1nnc(NC(=O)CCC(=O)NC2CCCCC2)s1
 : 10, 1, -6, -3, -9, -2, 2
26: COCC(C)n1c(-c2ccc3c(c2)NC(=O)CO3)csc1=Nc1ccc(OC(F)F)cc1 (stereo not given)
 : 6&11, 26, -1, -1&-1, 43, -6&0, -4&11
27: Cc1ccccc1N/C(=N/S(=O)(=O)c1ccccc1)c1ccc(F)cc1
 : 0, -5, 1, -1, -29, -2, -3
28: CCCOc1ccc(/C=N/NC(=O)CN2CCCCC2)cc1
 : 9, 6, 5, -3, 18, 1, 2
29: CCN(C(=O)CCc1ccccc1)C1CCCCC1
 : 8, 18, -3, -2, 8, -5, -15
30: C[C@H](CO)N1C[C@H](C)[C@H](CN(C)C)Oc2ccc(NS(=O)(=O)c3ccc(Cl)cc3)cc2CC1=O
 : -21, 2, -4, 1, -1, -2, -2
31: CC(C)=CCN1CCN(Cc2coc3ccc(C)cc3c2=O)CC1CCO (stereo not given)
 : -2, 8, 0, -2, -2, -2, 0
32: COc1ccc(CN(C)C[C@H]2OCCCC[C@@H](C)Oc3ccc(NC(=O)Nc4cccc5ccccc45)cc3C(=O)N([C@@H](C)CO)C[C@@H]2C)cc1
 : 4, 80*, -8, 2, 32, 0, 22
33: CC1CC(=O)C2=C(C1)Nc1ncnn1C2c1ccccc1 (stereo not given)
 : 16, ., ., 1, ., -8, 24
34: COc1ccc2nc(SCC(=O)NCc3ccc(S(N)(=O)=O)cc3)[nH]c2c1
 : -6, 4, -3, 6, 12, -2, -4
35: COc1ccc(NC(=O)c2sc(NC(=O)C3CC3)nc2C)cc1
 : 1, 6, -4, 0, 4, -1, -11
36: COc1ccc(OCC(=O)N/N=C2\CCCc3ccccc32)cc1
 : ., 1, -16, 0, 45, ., -2
37: Cc1cccc(NC(=S)N/N=C/c2cccn2Cc2ccc(F)cc2)c1
 : ., 12, -7, -3, -3, -6, 4
38: CCCCNC(=O)C[C@@H]1C[C@@]2(C(=O)OCC)CCCC=C2N(CCc2ccc(OC)c(OC)c2)C1=O
 : 3, 0, -1, -2, -3, -3, .
39: Cc1ccc(S(=O)(=O)NC2=NCCCCC2)cc1
 : 21, -2, 2, 3, -5, -4, -4
40: Cc1ccc(CN2CCN(/N=C/c3ccc(C(F)(F)F)cc3)CC2)cc1
 : 17, ., ., ., 5, ., 2
41: COc1ccc(C(C)=O)cc1CSc1nnc2c(Cl)cc(Cl)cn12
 : ., -9, -7, 3, 0, -3, 0
42: COc1ccc(C#Cc2ccc3c(c2)[C@]2(C(=O)N3)[C@H](c3ccccc3OCCO)N3[C@H](c4ccccc4)[C@H](c4ccccc4)OC(=O)[C@H]3[C@@H]2C(=O)N2CCN(c3ncccn3)CC2)cc1
 : ., 8, 13, -1, 1, 1, -2
43: O=C(Oc1cc(=O)oc2ccccc12)c1cccnc1Cl
 : -6, 3, 4, 2, 1, 1, .
44: CCOC(=O)NN1C(=O)c2ccccc2NC1c1ccc(N(C)C)cc1 (stereo not given)
 : 3, ., ., ., -4, ., 2
45: COc1ccccc1-n1nnnc1SCC(=O)NC1CC1
 : 8, 3, -1, -2, -14, -2, -2
46: Cc1cc(C(=O)NC(C)C2CCCO2)no1 (stereo not given)
 : 0, -2, 8, -3, 8, -2, -9
47: CCCNC(=O)Nc1ccc2c(c1)OC[C@H](C)N(Cc1cccnc1)C[C@@H](C)[C@H](OC)CN(C)C2=O
 : -5, -5, ?, ., 12, -7, 3
48: CS(=O)(=O)c1ccc2nc(NC(=O)c3ccccc3Br)sc2c1
 : -40, -77, -6, 13, -40, -1, -2
49: O=C1CCC(=O)N1c1cccc(-c2nc3ccccc3o2)c1
 : -1, -2, 4, 0, -20, ., -3
50: CCOC(=O)[C@]12CCCC=C1N(Cc1ccco1)C(=O)[C@H](CC(=O)NCc1cccc3ccccc13)C2
 : 8, 2, 4, 3, 25, -3, .
51: COc1ccc(O)cc1CN1CCN(c2ncc(Cc3ccccc3)cn2)CC1
 : -11, 12, -4, -1, 8, -2, .
52: Cc1ccsc1/C=N/NC(=O)CNC(=O)c1ccc(S(=O)(=O)N2CCOCC2)cc1
 : -21, -7, ., 4, 7, 3, -1
53: Cc1ccccc1S(=O)(=O)NCC[C@H]1CC[C@H](NC(=O)C2CCCCC2)[C@@H](CO)O1
 : 15, 5, -5, -1, 14, -2, -11
54: CC(C)(C)NC(=S)NCc1ccncc1
 : -7, 7, -4, -4, -9, -3, -9
55: CS(=O)(=O)c1nc2c(cc1C#N)CCCC2
 : 14, 6, 4, -1, -15, -2, 0
56: CCOc1cc(C2C(C#N)=C(N)Oc3n[nH]c(-c4ccncc4)c32)cc([N+](=O)[O-])c1O (stereo not given)
 : 11, -3, -2, 1, -1, 3, -4
57: C[C@@H]1CN([C@H](C)CO)C(=O)c2cc(/C=C/c3ccccc3)cnc2O[C@H]1CN(C)S(=O)(=O)c1cn(C)cn1
 : 7, -2, 15, -3, 27, -14, -7
58: CCOC(=O)C1=CC[C@@H](c2ccc3ccccc3n2)[C@@H]1C(=O)c1ccccc1
 : ., -3, -2, -2, 6, -2, .
59: NS(=O)(=O)c1ccc(CCNC(=O)C2CC(=O)N(Cc3ccccc3Cl)C2)cc1 (stereo not given)
 : -14, -6, -10, -1, -2, -6, .
60: CC(Nc1ccc(Br)cc1)C(=O)Nc1cccc(S(=O)(=O)N2CCOCC2)c1 (stereo not given)
 : -4, 17, 1, 5, 10, -3, 5
61: COc1ccc(OC)c(S(=O)(=O)Nc2cccc(-c3ccc4nncn4n3)c2)c1
 : -4, 8, 6, 0, 22, 0, .

# Compound profiles (already shown). Order of screens: LGR2 antag | EWS-Fli inh | DENV2 CPE | CASP6 VEID inh | PAX8 inh HTS | SIRT5 inh | ARNT TACC3 PPI
# Results for CCOC(=O)NN1C(=O)c2ccccc2NC1c1ccc(N(C)C)cc1 (stereo not given) : 3 | . | . | . | -4 | . | 2
# Results for COc1ccccc1-n1nnnc1SCC(=O)NC1CC1 : 8 | 3 | -1 | -2 | -14 | -2 | -2

# Assay outcomes deposited in PubChem BioAssay by Broad Institute.
